Bioassay records as filed in PubChem BioAssay.
FEN1 inhibitor = blocks human flap endonuclease 1; P39748; Recombinant FEN1 flap cleavage, fluorescence, 15 min; Potency, µM (titrated, usually from 114 µM), for the others: top-dose activity change, negative = inhibition, usual class: inhibitors; hit rate 0.35% among 390,000; AID 588795; also: nearly all actives have a fitted effect of over 65% in size
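Enzyme 10 nM, 15 min RT preincubation with compound; start with substrate 50 nM final; reads at 0 and 15 min; qHTS titration, four-parameter Hill fit.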
TDP1 cell CPT = growth inhibition of DT40 Tdp1-/-;hTDP1 cells with camptothecin (screen for TDP1 inhibitors); Potency, µM (top dose mostly 46.2 µM), without a hit: at the top dose activity change, negative = growth inhibition, most hits filed as inhibitors; hit rate 12% among 420,000; chicken DT40 Tdp1-/-;hTDP1 cells + 20 nM CPT, ATP luminescence, 48 h; also: nearly all actives have a fitted effect of over 55% in size
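Chicken DT40 Tdp1-/- cells stably complemented with human TDP1 were seeded at 400 cells/well in medium containing 20 nM camptothecin, exposed to pin-transferred compounds, and grown at 37 °C for at least 48 hr. Viability was read as ATP luminescence.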
KAT2A inh = inhibitors of human GCN5L2 histone acetyltransferase; hit rate 0.21% among 390,000; AID 504327; GCN5L2 HAT assay, ThioGlo1 CoA-SH fluorescence; Potency, µM (titrated, usually from 58.9 µM), for inactives: at the highest dose activity change, negative = inhibition, hits mostly inhibitors
Target sequence (Q92830 whole entry, looked up): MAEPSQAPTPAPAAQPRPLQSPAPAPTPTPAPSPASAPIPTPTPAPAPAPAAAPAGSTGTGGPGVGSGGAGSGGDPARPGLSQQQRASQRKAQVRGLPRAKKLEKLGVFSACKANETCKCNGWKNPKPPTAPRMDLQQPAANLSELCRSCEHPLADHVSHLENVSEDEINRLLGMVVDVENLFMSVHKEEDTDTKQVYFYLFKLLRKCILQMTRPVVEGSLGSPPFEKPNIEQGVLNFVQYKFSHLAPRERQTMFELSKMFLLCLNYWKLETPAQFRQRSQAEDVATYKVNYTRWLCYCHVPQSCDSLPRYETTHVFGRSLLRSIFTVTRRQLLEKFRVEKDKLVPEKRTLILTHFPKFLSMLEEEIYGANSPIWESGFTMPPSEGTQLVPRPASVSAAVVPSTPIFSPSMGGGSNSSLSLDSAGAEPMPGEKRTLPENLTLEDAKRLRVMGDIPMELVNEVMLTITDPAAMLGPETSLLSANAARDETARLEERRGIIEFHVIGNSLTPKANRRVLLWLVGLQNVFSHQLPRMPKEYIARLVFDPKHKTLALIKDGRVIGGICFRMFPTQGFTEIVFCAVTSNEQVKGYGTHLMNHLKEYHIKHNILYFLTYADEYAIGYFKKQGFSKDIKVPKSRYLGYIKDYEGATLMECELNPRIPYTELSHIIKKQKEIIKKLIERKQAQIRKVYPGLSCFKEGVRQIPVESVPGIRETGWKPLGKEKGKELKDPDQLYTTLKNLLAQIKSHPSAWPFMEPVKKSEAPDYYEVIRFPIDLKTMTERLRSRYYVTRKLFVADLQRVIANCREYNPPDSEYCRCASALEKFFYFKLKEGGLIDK
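Titration-based screen in which CoA formation is detected via maleimide probe ThioGlo1 (50uM) turning fluorescent on thiol reaction; substrates H3(1-25) 75uM and acetyl-CoA 70uM, GCN5L2 20nM, 20 min incubation at room temperature.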
* = called active by the depositor; u = inconclusive; x = no result given; & = joins results of further samples. Calls follow the shape of the dose curve; as a rule, active = well fitted curve in the direction sought with a large enough effect; inconclusive = small, poorly fitted or top-dose-only effect, or another doubt; inactive = no such curve, though single readings can be large; an effect the other way counts as inactive or inconclusive. % is scaled to controls: 0 for no effect and ±100 for the full control effect; potency is read from the fitted curve at half-maximal effect. This is a subset; the hit share may differ from the screen's.

1. O=c1[nH]nc(-c2ccccc2)c2ccccc12
  FEN1 inhibitor = 15%
  TDP1 cell CPT = u
  KAT2A inh = -2%
2. O=[N+]([O-])c1ccc2[nH]c3c(c2c1)CCCC3O (stereo unspecified)
  FEN1 inhibitor = 2%
  TDP1 cell CPT = 3%
  KAT2A inh = -19%
3. OCCCn1c(CCCNc2nc(-c3cccc(Br)c3)cs2)nc2cc(Cl)c(N3CCCCC3)cc21
  FEN1 inhibitor = -20%
  TDP1 cell CPT = u
  KAT2A inh = -4%
4. COCCNc1nc(-c2cccc(NS(C)(=O)=O)c2)nc2ccccc12
  FEN1 inhibitor = x
  TDP1 cell CPT = u
  KAT2A inh = -21%
5. Cc1ccc(CNC(=O)[C@H](C)NC(=O)C2CCN(C(=O)[C@@H](N)CC(C)C)CC2)cc1
  FEN1 inhibitor = 15%
  TDP1 cell CPT = 1%
  KAT2A inh = -2%
6. CCOc1c(CNCCN2CCOCC2)cccc1OC
  FEN1 inhibitor = 11%
  TDP1 cell CPT = 1%
  KAT2A inh = -16%
7. CCOC(=O)Cc1csc(NC(NC(=O)OCC)(C(F)(F)F)C(F)(F)F)n1
  FEN1 inhibitor = -1%
  TDP1 cell CPT = 3%
  KAT2A inh = 0%
8. Cc1nc2ccn(Cc3cccs3)c(=O)c2cc1C(=O)Nc1ccccc1
  FEN1 inhibitor = 11%
  TDP1 cell CPT = u
  KAT2A inh = -7%
9. O=C(NCc1ccc(C(F)(F)F)cc1)C1CC(c2cccc(F)c2)=NO1 (stereo unspecified)
  FEN1 inhibitor = 2%
  TDP1 cell CPT = u
  KAT2A inh = -14%
10. COc1cccc(NC(=O)CN(C)C(=O)CSc2ccc3c(c2)OCCO3)c1
  FEN1 inhibitor = -3%
  TDP1 cell CPT = -8%
  KAT2A inh = 0%
11. Cc1ccc(CNS(=O)(=O)c2ccc(CN3C(=O)c4cccnc4C3=O)s2)o1
  FEN1 inhibitor = -9%
  TDP1 cell CPT = 7%
  KAT2A inh = -3%
12. C=CCN(c1ccccc1)S(=O)(=O)c1ccc(Cl)c(C(=O)OCC(=O)c2[nH]c(C)c(C(C)=O)c2C)c1
  FEN1 inhibitor = -1%
  TDP1 cell CPT = 11%
  KAT2A inh = -7%
13. O=C(O)c1cccc(CSc2nc(-c3ccccc3)cc(C(F)(F)F)n2)c1
  FEN1 inhibitor = 2%
  TDP1 cell CPT = -8%
  KAT2A inh = 3%
14. Cc1cc(C)n2nc(C(=O)OCC(=O)Nc3ccc4c(c3)OC(F)(F)O4)nc2n1
  FEN1 inhibitor = -6%
  TDP1 cell CPT = 5%
  KAT2A inh = -15%
15. CCOC(=O)C1=C(C)OC(N)=C(C#N)C1c1ccoc1 (stereo unspecified)
  FEN1 inhibitor = -2%
  TDP1 cell CPT = u
  KAT2A inh = -13%
16. CCCN(Cc1cccs1)C(=O)Nc1ccc(OCC)cc1
  FEN1 inhibitor = -11%
  TDP1 cell CPT = -22%
  KAT2A inh = -9%
17. CCn1cc(C(=O)O)c(=O)c2cc(F)c(N3CCN(C(=S)NC(=O)c4ccc(OC)cc4)CC3)cc21
  FEN1 inhibitor = -1%
  TDP1 cell CPT = u
  KAT2A inh = -9%
18. O=C(Nc1cccnc1)c1cc(-c2cccc(Cl)c2)on1
  FEN1 inhibitor = -6%&14%
  TDP1 cell CPT = u
  KAT2A inh = -10%&-4%
19. N#Cc1cnn2ccc(-c3cc(N4CCOCC4)ccc3[N+](=O)[O-])nc12
  FEN1 inhibitor = 1%
  TDP1 cell CPT = -12%
  KAT2A inh = 1%
20. O=C(NC1CCN(Cc2ccccc2)CC1)C1CCN(S(=O)(=O)c2cccc([N+](=O)[O-])c2)CC1
  FEN1 inhibitor = 0%
  TDP1 cell CPT = 2%
  KAT2A inh = -3%
21. Cc1ccccc1CC(=O)N1CCOCC1
  FEN1 inhibitor = -14%
  TDP1 cell CPT = 8%
  KAT2A inh = -2%
22. Cc1ccc(S(=O)(=O)NCc2ccc(C(=O)N3CCc4ccccc4C3)cc2)cc1
  FEN1 inhibitor = -16%
  TDP1 cell CPT = u
  KAT2A inh = 9%
23. COc1ccc(S(=O)(=O)N2CCOCC2)cc1NC(=O)CN1C(=O)NC2(CCCCC2C)C1=O (stereo unspecified)
  FEN1 inhibitor = -1%
  TDP1 cell CPT = -3%
  KAT2A inh = 3%
24. Cc1nc(NCc2ccco2)c2oc3ccccc3c2n1
  FEN1 inhibitor = 11%
  TDP1 cell CPT = u
  KAT2A inh = -5%
25. CCN1CCN(c2nc3ccccc3nc2C(C#N)C(=O)OCc2ccccc2)CC1 (stereo unspecified)
  FEN1 inhibitor = -26%
  TDP1 cell CPT = 23µM*
  KAT2A inh = -5%

Grouped by structure: those above with a halogen.
3. OCCCn1c(CCCNc2nc(-c3cccc(Br)c3)cs2)nc2cc(Cl)c(N3CCCCC3)cc21
  FEN1 inhibitor = -20%
  TDP1 cell CPT = u
  KAT2A inh = -4%
7. CCOC(=O)Cc1csc(NC(NC(=O)OCC)(C(F)(F)F)C(F)(F)F)n1
  FEN1 inhibitor = -1%
  TDP1 cell CPT = 3%
  KAT2A inh = 0%
9. O=C(NCc1ccc(C(F)(F)F)cc1)C1CC(c2cccc(F)c2)=NO1 (stereo unspecified)
  FEN1 inhibitor = 2%
  TDP1 cell CPT = u
  KAT2A inh = -14%
12. C=CCN(c1ccccc1)S(=O)(=O)c1ccc(Cl)c(C(=O)OCC(=O)c2[nH]c(C)c(C(C)=O)c2C)c1
  FEN1 inhibitor = -1%
  TDP1 cell CPT = 11%
  KAT2A inh = -7%
13. O=C(O)c1cccc(CSc2nc(-c3ccccc3)cc(C(F)(F)F)n2)c1
  FEN1 inhibitor = 2%
  TDP1 cell CPT = -8%
  KAT2A inh = 3%
14. Cc1cc(C)n2nc(C(=O)OCC(=O)Nc3ccc4c(c3)OC(F)(F)O4)nc2n1
  FEN1 inhibitor = -6%
  TDP1 cell CPT = 5%
  KAT2A inh = -15%
17. CCn1cc(C(=O)O)c(=O)c2cc(F)c(N3CCN(C(=S)NC(=O)c4ccc(OC)cc4)CC3)cc21
  FEN1 inhibitor = -1%
  TDP1 cell CPT = u
  KAT2A inh = -9%
18. O=C(Nc1cccnc1)c1cc(-c2cccc(Cl)c2)on1
  FEN1 inhibitor = -6%&14%
  TDP1 cell CPT = u
  KAT2A inh = -10%&-4%

(listing goes on)
26. CCC(=O)Nc1nnc(SCC(=O)Nc2cccc(Cl)c2)s1
  FEN1 inhibitor = 4%
  TDP1 cell CPT = -11%
  KAT2A inh = -6%
27. COc1ccc(CCNc2oc(/C=C/c3cc(OC)c(OC)c(OC)c3)nc2C#N)cc1OC
  FEN1 inhibitor = -16%
  TDP1 cell CPT = 13µM*
  KAT2A inh = -10%
28. O=C(Nc1ccc(Nc2ccccc2)cc1)c1ccc(Cl)cc1Cl
  FEN1 inhibitor = 0%
  TDP1 cell CPT = 15µM*
  KAT2A inh = x
29. Cc1ccc(NC(=O)C2CCCN(S(=O)(=O)c3ccc4c(c3)CCCC(=O)N4)C2)cc1N(C)C (stereo unspecified)
  FEN1 inhibitor = 10%
  TDP1 cell CPT = x
  KAT2A inh = -4%
30. COc1ccc(OC)c(NC(=S)NCc2ccco2)c1
  FEN1 inhibitor = 6%
  TDP1 cell CPT = 15%
  KAT2A inh = x
31. NC(=O)[C@H]1CC2(CC(c3cccc(NC(=O)COc4ccc(Cl)cc4)c3)=NO2)CN1C(=O)Cc1ccc([N+](=O)[O-])cc1 (stereo partly specified)
  FEN1 inhibitor = 9%
  TDP1 cell CPT = 13µM*
  KAT2A inh = -23%
32. CC(C(=O)N1CCN(c2ccc([N+](=O)[O-])cc2)CC1)N1C(=O)C2CC=CCC2C1=O (stereo unspecified)
  FEN1 inhibitor = -2%
  TDP1 cell CPT = u
  KAT2A inh = -6%
33. O=C(CSc1ccccc1)N1CCN(S(=O)(=O)c2ccccc2F)CC1
  FEN1 inhibitor = 4%
  TDP1 cell CPT = -18%
  KAT2A inh = -19%
34. Cc1cc(C(=O)Nc2ccccc2C(=O)O)oc1C
  FEN1 inhibitor = -1%
  TDP1 cell CPT = -3%
  KAT2A inh = -15%
35. O=C(CS(=O)(=O)c1ccc(Cl)cc1)Nc1nnc(-c2cccs2)o1
  FEN1 inhibitor = 17%
  TDP1 cell CPT = 15%
  KAT2A inh = -5%
36. Cc1cc(C)n(-c2nc3ccccc3c(=O)n2OCc2ccc(F)cc2)n1
  FEN1 inhibitor = -21%
  TDP1 cell CPT = u
  KAT2A inh = 3%
37. O=C(O)c1cccc(S(=O)(=O)Nc2ccc3c(c2)OCO3)c1
  FEN1 inhibitor = -5%
  TDP1 cell CPT = -28%
  KAT2A inh = -2%
38. O=C(NCC1CCCO1)c1cccc(S(=O)(=O)N2CCOCC2)c1 (stereo unspecified)
  FEN1 inhibitor = 1%
  TDP1 cell CPT = 12%
  KAT2A inh = -2%
39. O=C(CSc1nnc2ccc3ccccc3n12)N1CCOCC1
  FEN1 inhibitor = 14%
  TDP1 cell CPT = -18%
  KAT2A inh = -2%
40. Cc1ccccc1OCCC(=O)Nc1cc(S(=O)(=O)N2CCOCC2)ccc1OC(C)C
  FEN1 inhibitor = -6%
  TDP1 cell CPT = u
  KAT2A inh = -11%
41. Cc1ccc(C2=NN(CC(=O)NCc3cccs3)C(=O)CC2)cc1
  FEN1 inhibitor = -2%
  TDP1 cell CPT = -1%
  KAT2A inh = -1%
42. COc1cccc(OC)c1OCCCOc1ccc([N+](=O)[O-])cc1Cl
  FEN1 inhibitor = -7%
  TDP1 cell CPT = u
  KAT2A inh = -6%
43. COc1ccccc1CCNC(=O)C1(C)CC1(Cl)Cl (stereo unspecified)
  FEN1 inhibitor = 1%
  TDP1 cell CPT = -16%
  KAT2A inh = -4%
44. Cc1cc(C)cc(NC(=S)N2CCCC2)c1
  FEN1 inhibitor = 19%
  TDP1 cell CPT = 13%
  KAT2A inh = 2%
45. CCOC(=O)N1CCN(C(=O)/C(=C/c2ccc(N(C)C)cc2)NC(=O)c2ccccc2)CC1
  FEN1 inhibitor = 0%
  TDP1 cell CPT = -1%
  KAT2A inh = -3%
46. O=C(Nc1ccncc1)c1ccc(-c2ccccc2)cc1
  FEN1 inhibitor = 9%
  TDP1 cell CPT = 3.3µM*
  KAT2A inh = -1%
47. NS(=O)(=O)c1cccc(NC(=O)CSc2nc3ccccc3[nH]2)c1
  FEN1 inhibitor = 3%
  TDP1 cell CPT = -17%
  KAT2A inh = -3%
48. CCOc1ccc(CCNC(=O)CSCC(=O)Nc2ccc(OC)cc2)cc1OCC
  FEN1 inhibitor = -2%
  TDP1 cell CPT = -6%
  KAT2A inh = -2%
49. CC(C)(C)C(=O)Nc1ccc(C(=O)COC(=O)C2CC2)cc1
  FEN1 inhibitor = 3%
  TDP1 cell CPT = 7%
  KAT2A inh = 7%
50. COc1ccc(NC(=O)c2cccc(OC(=S)N3CCOCC3)c2)cc1
  FEN1 inhibitor = -12%
  TDP1 cell CPT = u
  KAT2A inh = -10%

As entered above:
entry 18 | KAT2A inh: -10%&-4%
entry 22 | KAT2A inh: 9%
entry 1 | FEN1 inhibitor: 15%
entry 10 | KAT2A inh: 0%
entry 11 | TDP1 cell CPT: 7%
entry 3 | KAT2A inh: -4%

New compounds follow.
51. COc1cccc(NC(=O)CCN2CCOCC2)c1
  FEN1 inhibitor = 5%
  TDP1 cell CPT = -9%
  KAT2A inh = -6%
52. CNC(=O)c1c(NC(=O)CS(=O)(=O)c2ccccc2)sc(C)c1C
  FEN1 inhibitor = 2%
  TDP1 cell CPT = -9%
  KAT2A inh = -21%
53. CCOC(=O)c1ccccc1NC(=O)CSc1c(C)cnc2c1c(=O)n(C)c(=O)n2C
  FEN1 inhibitor = 1%
  TDP1 cell CPT = u
  KAT2A inh = -6%
54. Cc1cccc(-n2ccc(=O)c(C(=O)Nc3ccc(S(=O)(=O)Nc4onc(C)c4C)cc3)n2)c1
  FEN1 inhibitor = -5%
  TDP1 cell CPT = 20%
  KAT2A inh = -11%
